PMK inhibit – S. pneumoniae PMK inhibitors, primary screen, biochemical, mevalonate pathway, pilot trial included; purified PMK, PK/LDH-coupled NADH absorbance 340 nm; inhibition, % at 10 µM; actives 0.49% (n = 65,000); AID 539, 2006;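 active = top-ranked compounds by inhibition in the single 10 µM screen, taking a fixed number of the strongest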;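 note: 0% = full reaction with DMSO carrier and 100% = background rate without enzyme reaction; no value below 0 was filed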
LYP phosphatase – LYP phosphatase inhibitors, primary screen, biochemical, DiFMUP fluorescence, recombinant catalytic domain, 10 µM (AID 606) | Tyrosine-protein phosphatase non-receptor type 22 (Homo sapiens) | recombinant LYP catalytic domain, DiFMUP fluorescence; higher % means a stronger effect | one-dose inhibition, % at 10 µM; IC50 in µM for titrated hits | 52,000 tested, under 10 active;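 active = IC50 under 40 µM in the dose-response test; inactive = IC50 of 40 µM or more, or never dose-tested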
HPDE-C7K KRASV12 – cytotoxicity in KRAS-transformed pancreatic duct cells, primary screen, cell-based, fluorescence, HTS (AID 431) | HPDE-C7K KRASV12 cells, Alamar Blue viability, 48 h; higher % means a stronger effect | actives 1.7% (n = 63,000) | cytotoxicity, % at 10 µM; hits with a dose series show EC50 in µM;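 active = compounds whose percent cytotoxicity in the single-dose primary screen, scaled between solvent and toxic-drug controls, exceeds 50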;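 note: 0% = DMSO solvent wells and 100% = doxorubicin-treated wells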
HT1080 viability – cytotoxicity in HT1080 fibrosarcoma cells, cell-based, fluorescence readout (AID 620). HT1080 viability, fluorescence; higher % means a stronger effect. cytotoxicity, % at 10 µM, or EC50 in µM where a hit was titrated. actives 0.42% (n = 87,000);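 note: cells exposed to compound overnight then 4 h with Alamar Blue; 0% = vehicle DMSO and 100% = killing control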
Spn MK inh – S. pneumoniae MK inhibitors, primary screen, biochemical, PK/LDH-coupled NADH absorbance; mevalonate kinase [Streptococcus pneumoniae D39]; purified MK, PK/LDH-coupled NADH absorbance 340 nm; inhibition, % at 10 µM; actives 0.48% (n = 65,000); AID 555, 2006;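 active = ranked among the strongest by inhibition in the single 10 µM screen, a fixed top-ranked set picked for dose follow-up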; note: no value below 0 was filed
HPDE-C7 cytotoxicity – cytotoxicity in HPDE-C7 cells, cell-based, fluorescence, HTS (AID 430) | HPDE-C7 pancreatic duct cells viability, fluorescence; higher % means a stronger effect | one-dose cytotoxicity, % at 10 µM; EC50 in µM for titrated hits | actives 1.8% (n = 63,000);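 note: cells exposed to compound for 48 hours before viability readout; 0% = vehicle and 100% = reference cytotoxic drug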
Bfl-1 inhibitors – Bfl-1 inhibitors, primary screen, biochemical, fluorescence polarization, FITC-Bid, mouse (AID 432); Bcl-2-related protein A1 (Mus musculus); FITC-Bid BH3 peptide fluorescence polarization displacement; higher % means a stronger effect; displacement, % at 20 µM, or IC50 in µM where a hit was titrated; actives 0.02% (n = 64,000); in the data active = a potency from the dose series; inactive = the rest, 99 in 100 with displacement below about 15%; note: strong numbers were not always called active
Alkaline phosphatase – human TNAP enzyme inhibitors, biochemical, luminescent (AID 518). Alkaline phosphatase, tissue-nonspecific isozyme (Homo sapiens). purified TNAP enzyme, luminescent substrate readout; higher % means a stronger effect. one-dose inhibition, % at 20 µM; IC50 in µM for titrated hits. actives 0.09% (n = 64,000); in the data active = a potency from the dose series; inactive = the rest, 99 in 100 with inhibition below about 22%;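 note: plate controls were vehicle for no effect and reference inhibitor for full effect; many of its hits are not listed in these tables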
Spn DPM-DC inh – S. pneumoniae DPM-DC inhibitors, primary screen, biochemical, PK/LDH-coupled NADH fluorescence; diphosphomevalonate decarboxylase (Streptococcus pneumoniae D39); purified DPM-DC; calls only at 10 µM; actives 0.49% (n = 65,000); AID 556, 2006;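 active = the 320 compounds with the highest percent inhibition in the single-dose primary screen, excluding strongly autofluorescent ones, cut at about 32% in these data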;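 note: kinetic rate of NADH fluorescence loss reporting ADP formed by the decarboxylase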
PMK inhibit pilot replicates – also measured in PMK inhibit; calls as there; inhibition, %; measured here: pilot screen replicates
Spn MK inh pilot replicates – recorded beside Spn MK inh, whose call it bears; inhibition, %; measured here: pilot screen replicates
Spn DPM-DC inh pilot screen % – also measured in Spn DPM-DC inh; calls as there; inhibition, %; measured here: pilot screen trials
Numbers without * were called inactive; i = inactive; . = not tested or not shown. Cut-off read from the data, not from the text of the source, unless noted: active = cytotoxicity above about 50%; inactive = the rest.

SMILES | PMK inhibit | LYP phosphatase | HPDE-C7K KRASV12 | HT1080 viability | Spn MK inh | HPDE-C7 cytotoxicity | Bfl-1 inhibitors | Alkaline phosphatase | Spn DPM-DC inh | others
COCC(=O)Nc1nc2ccc(C)cc2s1 | 0 | -8% | 2% | 6% | 6 | -4% | -8% | 10% | i
CCN(CC)CCCCOc1ccccc1OC | 4 | . | 2% | -7% | 7 | -1% | 7% | 10% | i
COc1ccc(C(=O)N2CCN(C(=O)Cc3ccccc3)CC2)cc1OC | 10 | 16% | -22% | -1% | 3 | -8% | 2% | 1% | i
O=C(Nc1ccccc1Cl)N1CCN(c2ncccn2)CC1 | 15 | 15% | 8% | -2% | 6 | 10% | 2% | 9% | i
CCOC(=O)c1ccc(NC(=O)NC2CC3CCC(C2)N3Cc2nnnn2C(C)(C)C)cc1 (stereo not drawn) | 17 | -12% | -8% | 7% | 8 | -8% | -3% | 2% | i
O=C(Cn1cnc2c(nnn2Cc2ccc(F)cc2)c1=O)NCC1CCCO1 (stereo not drawn) | 11 | 6% | . | -4% | 11 | . | . | . | i
CC1Cn2c(nnc2-c2cccs2)S1 (stereo not drawn) | 0 | 2% | . | 1% | 15 | . | . | . | i
Nc1cc(Cl)c(N)cc1Cl | 0 | 11% | -7% | 8% | 9 | -21% | 5% | 15% | i
O=C(Nc1nc2ccccc2s1)C1CCCN1S(=O)(=O)c1ccc(Cl)cc1 (stereo not drawn) | 2 | 3% | 21% | -2% | 9 | 32% | -6% | 6% | i
COc1ccccc1NC(=O)CCC(=O)Nc1nnc(C(F)(F)F)s1 | 0 | 3% | 43% | -8% | 5 | -7% | 1% | 8% | i
Cc1cc(N2CCN(c3ccccn3)CC2)n2nc(C)nc2n1 | 7 | 3% | 15% | 25% | 0 | 5% | -12% | 19% | i | PMK inhibit pilot replicates=1.5;Spn MK inh pilot replicates=0.0;Spn DPM-DC inh pilot screen %=3.5
CCOC(=O)Cn1ncc(-c2ccccc2)c1N | 0 | 1% | 4% | -2% | 4 | 8% | 7% | 13% | i | PMK inhibit pilot replicates=0.0;Spn MK inh pilot replicates=0.0;Spn DPM-DC inh pilot screen %=0.5
Cc1cc(NC(=O)c2noc3c2CCCC3)n(-c2ccccc2)n1 | 6 | 2% | -3% | 2% | 9 | -8% | -7% | 7% | i
CCOC(=O)c1[nH]c2ccc(OCC)cc2c1NC(=O)CN1CCN(c2ccccc2)CC1 | 8 | . | 7% | -2% | 2 | 4% | -3% | 10% | i
COC(=O)c1c(O)ccc(Oc2ccccc2)c1C(=O)OC | 5 | . | 20% | -7% | 6 | 3% | -8% | 10% | i | PMK inhibit pilot replicates=3.0;Spn MK inh pilot replicates=0.0;Spn DPM-DC inh pilot screen %=9.5
CCOC(=O)N1CCN(c2c(NC3CCN(Cc4ccccc4)CC3)c(=O)c2=O)CC1 | 0 | 2% | 6% | 6% | 10 | 8% | 3% | 10% | i
Cc1noc(/C=C/N(C)C)c1S(=O)(=O)N1CCCC(C(=O)NC2CCCCC2C)C1 (stereo not drawn) | 4 | -3% | 1% | 2% | 8 | 10% | 2% | 4% | i
CCCCn1ccnc1C(=O)c1cccc(S(=O)(=O)N2c3ccccc3CC2C)c1 (stereo not drawn) | 17 | 10% | 13% | -5% | 0 | 2% | -3% | 14% | i
CN(C)c1ccc(C(=O)Nc2nnc(-c3ccc(Cl)cc3)o2)cc1 | 17 | . | 18% | 0% | 9 | 32% | 0% | 16% | i | PMK inhibit pilot replicates=1.5;Spn MK inh pilot replicates=0.0;Spn DPM-DC inh pilot screen %=2.0
COc1ccc(OC)c(-n2c(N)c(C(=O)NCC3CCCO3)c3nc4ccccc4nc32)c1 (stereo not drawn) | 0 | 10% | 1% | 5% | 0 | 0% | 3% | -6% | .
C1CCC(n2nnnc2CN2CCCC2)CC1 | 22 | 0% | -3% | -7% | 5 | -8% | 1% | 19% | i
CCC(C)(C(=O)NC1CCCC1)N(C(=O)CNC(C)=O)c1ccccc1 (stereo not drawn) | 0 | -1% | -11% | 0% | 9 | -6% | -3% | 14% | i
Cc1ccc(SCCCCN2C(=O)NC(C)(C)C2=O)cc1 | 0 | 6% | 8% | 4% | 4 | 2% | 9% | 22% | i
CCn1cc(C(=O)O)c(=O)c2cc(S(=O)(=O)N(C)C)ccc21 | 10 | -4% | 2% | -2% | 4 | -7% | -4% | 5% | i
COC(=O)C1C2C=CC3(CN(C(C)C)C(=O)C13)O2 (stereo not drawn) | 8 | 8% | -3% | -7% | 2 | -14% | -2% | 11% | i
COc1ccc(NC(=O)CCS(=O)(=O)c2ccc3c(c2)CCCN3C(C)=O)cc1 | 9 | 12% | -12% | -4% | 7 | 1% | 0% | 2% | i
Cn1c(CCCOc2ccc(Cl)cc2Cl)nnc1SCC(=O)Nc1nccs1 | 8 | 13% | 6% | . | 10 | 1% | 2% | -12% | i
O=C(NCCc1c[nH]c2ccccc12)C(F)(F)C(F)F | 11 | -9% | -7% | 2% | 4 | -2% | 10% | 8% | i
O=c1cc(N2CCOCC2)[nH]c(=O)n1C1CCCCC1 | 14 | 8% | -9% | 1% | 0 | -2% | 4% | -4% | i
CC(C)Cn1cnc2c(N)nc3ccccc3c21 | 5 | 2% | 6% | 26% | 4 | 6% | -8% | 10% | i
O=C(CC1CCCC1)Nc1nc2ccccc2[nH]1 | 10 | . | -16% | 3% | 7 | -7% | -8% | 0% | i
c1ccc(OCCSc2nnnn2-c2ccccc2)cc1 | 8 | 6% | 6% | 8% | 6 | 5% | -1% | 5% | i
O=C(c1cccc(C(F)(F)F)c1)N1CCCCCC1 | 8 | 6% | -22% | -7% | 3 | -33% | 1% | 10% | i
OCc1cn(-c2ccccc2)nc1-c1ccc(-c2nn(-c3ccccc3)cc2CO)cc1 | 0 | 9% | -13% | 2% | 0 | 3% | -3% | 5% | i
Cc1ccc2nc(NCCCN3CCOCC3)c(C=NCCCN3CCOCC3)c(=O)n2c1 | 12 | 10% | -11% | -3% | 0 | -17% | -3% | 7% | i | PMK inhibit pilot replicates=0.5;Spn MK inh pilot replicates=0.0;Spn DPM-DC inh pilot screen %=13
CCSc1ccc2nnc(-c3cccc(F)c3)n2n1 | 12 | -3% | 8% | 3% | 10 | 11% | -2% | 10% | i
O=C1N(CN2CCN(c3cccc(Cl)c3)CC2)c2ccccc2C12OCCCO2 | 13 | 12% | 0% | 5% | 0 | 5% | -9% | 8% | i
CCCC(=NCC(=O)O)C1=C(O)C(C(=O)OC)C(C)(C)CC1=O (stereo not drawn) | 0 | 6% | 8% | 2% | 0 | 6% | -8% | 5% | i
CN=C(C)C1=C(O)C(C(=O)OC)C(C)(C)CC1=O (stereo not drawn) | 0 | 13% | 5% | 20% | 8 | -1% | -4% | 15% | i | PMK inhibit pilot replicates=2.5;Spn MK inh pilot replicates=2.5;Spn DPM-DC inh pilot screen %=0.0
CCOC(=O)N1CCN(C(=O)CN2C(=O)COc3ccc(C)cc32)CC1 | 9 | -1% | 4% | 15% | 11 | -2% | -7% | 9% | i | PMK inhibit pilot replicates=3.5;Spn MK inh pilot replicates=0.0;Spn DPM-DC inh pilot screen %=2.0
CC(C)n1nc(C(=O)OCC(=O)N(C)C2CCS(=O)(=O)C2)c2ccccc2c1=O (stereo not drawn) | 7 | 2% | 11% | 4% | 0 | -3% | -1% | 10% | i
CCn1nnnc1SCC(=O)Nc1nc(-c2cccs2)cs1 | 9 | 11% | -9% | 9% | 6 | -10% | -4% | 18% | i | PMK inhibit pilot replicates=1.5;Spn MK inh pilot replicates=3.0;Spn DPM-DC inh pilot screen %=3.0
Cc1coc2c(C)c3oc(=O)c4c(c3cc12)CCCC4 | 2 | 8% | -13% | -2% | 0 | 1% | -3% | 6% | i
COC(=O)c1ccc(OC(=O)c2ccccn2)cc1 | 0 | 15% | -2% | -8% | 3 | 2% | 2% | 4% | i
Cc1ccccc1C(=O)OCn1nnc2ccccc2c1=O | 13 | -5% | -5% | -1% | 12 | 6% | 11% | 15% | i
Cc1ccc(SC/C(O)=C(\C#N)c2nc3ccccc3n2C)cc1 | 15 | . | 20% | -7% | 9 | 16% | -1% | 11% | i
CCN1c2ccccc2NC2C1C(C(C)=O)C(=O)N2c1ccc(Cl)cc1 (stereo not drawn) | 10 | 1% | 22% | -2% | 4 | 9% | -16% | 10% | i
COc1ccc2[nH]c(=O)c(CN(CC3CCCO3)C(=O)Nc3ccccc3OC)cc2c1 (stereo not drawn) | 10 | 0% | 16% | -19% | 10 | 16% | 2% | 9% | i
COc1ccc(C(=O)CSc2nnc(-c3cnccn3)n2Cc2ccco2)cc1 | 19 | -5% | 8% | -2% | 10 | -1% | 2% | 12% | i
COc1cccc(N2CCN(C3CC(=O)N(c4ccc(C)c(Cl)c4)C3=O)CC2)c1 (stereo not drawn) | 11 | 2% | . | -5% | 40* | . | 5% | 8% | i
O=C1N(c2ccc(Cl)c(Cl)c2)CN(Cc2ccccc2)CN1n1cnnc1 | 14 | 8% | -18% | 3% | 7 | -12% | 6% | 18% | i
Cc1ccc(C2CC(=O)Nc3sc(C(N)=O)c(N)c32)cc1 (stereo not drawn) | 0 | 7% | -14% | 5% | 4 | -13% | 3% | 0% | i

Arranged by formula weight (lowest first): six of the compounds above.
SMILES | PMK inhibit | LYP phosphatase | HPDE-C7K KRASV12 | HT1080 viability | Spn MK inh | HPDE-C7 cytotoxicity | Bfl-1 inhibitors | Alkaline phosphatase | Spn DPM-DC inh | others
COC(=O)c1ccc(OC(=O)c2ccccn2)cc1 | 0 | 15% | -2% | -8% | 3 | 2% | 2% | 4% | i
Cc1ccc(C2CC(=O)Nc3sc(C(N)=O)c(N)c32)cc1 (stereo not drawn) | 0 | 7% | -14% | 5% | 4 | -13% | 3% | 0% | i
Cc1ccc(SC/C(O)=C(\C#N)c2nc3ccccc3n2C)cc1 | 15 | . | 20% | -7% | 9 | 16% | -1% | 11% | i
O=C1N(c2ccc(Cl)c(Cl)c2)CN(Cc2ccccc2)CN1n1cnnc1 | 14 | 8% | -18% | 3% | 7 | -12% | 6% | 18% | i
COc1ccc(C(=O)CSc2nnc(-c3cnccn3)n2Cc2ccco2)cc1 | 19 | -5% | 8% | -2% | 10 | -1% | 2% | 12% | i
COc1ccc2[nH]c(=O)c(CN(CC3CCCO3)C(=O)Nc3ccccc3OC)cc2c1 (stereo not drawn) | 10 | 0% | 16% | -19% | 10 | 16% | 2% | 9% | i

Assay outcomes as filed in PubChem.
